Bioassay records deposited in PubChem BioAssay by several laboratories.
CTSL1 counter = Fasciola hepatica cathepsin L1 inhibitors, primary screen, counter-screen for PFM18AAP inhibitor project, biochemical, QFRET, fluorogenic peptide substrate. recombinant F. hepatica cathepsin L1, Z-Leu-Arg-MCA fluorescence. inhibition, % at 5.96 µM. 300,000 compounds, 0.49% hits;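 active means inhibition above the mean of all tested compounds plus 3 SD, set per screening campaign, cut at about 17% in these data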;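 further: 0% = plate median of test compound wells and 100% = 1 µM Z-Phe-Ala-diazomethylketone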
TPT1 inh = Candida albicans TPT1 enzyme inhibitors, primary screen, biochemical, fluorescence polarization; tRNA 2'-phosphotransferase TPT1 (Candida albicans SC5314); recombinant caTPT1, FP RNA substrate dephosphorylation; inhibition, % at 5 µM; 300,000 compounds, 0.81% hits; AID 1962, 2009;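 active means inhibition above the mean of all tested compounds plus 3 SD, set per screening campaign, cut at about 24% in these data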;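 further: plate controls were DMSO alone for no effect and ferristatin control at 100 nM for full effect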
PP1 counter = PP1-alpha phosphatase inhibitors, primary screen, counter-screen for PP5 inhibitor project, biochemical, fluorescence, OMFP substrate, single point | Serine/threonine-protein phosphatase PP1-alpha catalytic subunit (Homo sapiens), P62136 | purified PP1alpha | inhibition, % at 6.7 µM | 320,000 compounds, 0.9% hits;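 active means inhibition above the mean inhibition of all tested compounds plus 3 SD, computed separately for each screening campaign, cut at about 15% in these data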
HCV core dimer = inhibitors of HCV core protein dimerization, primary screen, biochemical, TR-FRET, high-throughput | TR-FRET GST/Flag-core106 dimerization, 1536-well | inhibition, % at 5 µM | 300,000 compounds, 0.33% hits | AID 1899, 2009;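 active means inhibition above the mean of all tested compounds plus 3 SD, set per screening campaign, cut at about 45% in these data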
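Assay system: Tagged HCV core106 pair (GST and Flag) | Buffer or medium: KF-containing HEPES buffer, pH 7.45, DTT, CHAPS, BSA | Also added: Eu donor and XL665 acceptor anti-tag antibodies | Dosing: One concentration, 5 µM, in 0.5% DMSO | Timing: 4 h at 22.5 °C | Technique: TR-FRET 671 and 617 nm emission | Repeats: Singlicate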
Efflux pump mplx = inhibitors of Candida efflux pumps in yeast, primary screen, S. cerevisiae, Nile Red, multiplex. S. cerevisiae Candida pump triplex. inhibition, % at 10 µM. 330,000 compounds, 0.44% hits. AID 485275, 2010;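 active means plate passing quality check with inhibition over a set limit, or well fluorescence over plate mean plus 4 SD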;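 further: Nile Red retained in pooled yeast measured as flow cytometry median fluorescence; 0% = buffer negative control and 100% = Enniatin B positive control; higher means more Nile Red kept so more efflux inhibition; some compounds called inactive have numbers as strong as hits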
PP5 inh = PP5 phosphatase inhibitors, primary screen, biochemical, fluorescence; inhibition, % at 6.7 µM; Serine/threonine-protein phosphatase 5 (Homo sapiens), P53041; purified PP5c, OMFP substrate fluorescence; 320,000 compounds, 0.18% hits;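 active means inhibition above the campaign's mean inhibition across all tested compounds plus 3 SD, cut at about 9.5% in these data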;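 further: 0% = DMSO only and 100% = 100 µM cantharidin control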
GASC-1 inh = inhibitors of GASC-1 histone demethylase, primary screen, biochemical, fluorescence, DELFIA europium; inhibition, % at 2.35 µM; 330,000 compounds, 0.069% hits; Lysine-specific demethylase 4C (Homo sapiens), Q9H3R0; AID 2099, 2009; GST-JMJD2C(1-420) H3K9me3 demethylation;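 active means more than half of a compound's replicate wells show inhibition beyond 50%, single wells judged on their own value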;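 further: signal counts dimethyl H3K9 product captured on neutravidin plate; 0% = median of DMSO wells and 100% = 0.3 times that DMSO median; strong numbers were not always called active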
Target sequence (Q9H3R0 1-420 limits assumed): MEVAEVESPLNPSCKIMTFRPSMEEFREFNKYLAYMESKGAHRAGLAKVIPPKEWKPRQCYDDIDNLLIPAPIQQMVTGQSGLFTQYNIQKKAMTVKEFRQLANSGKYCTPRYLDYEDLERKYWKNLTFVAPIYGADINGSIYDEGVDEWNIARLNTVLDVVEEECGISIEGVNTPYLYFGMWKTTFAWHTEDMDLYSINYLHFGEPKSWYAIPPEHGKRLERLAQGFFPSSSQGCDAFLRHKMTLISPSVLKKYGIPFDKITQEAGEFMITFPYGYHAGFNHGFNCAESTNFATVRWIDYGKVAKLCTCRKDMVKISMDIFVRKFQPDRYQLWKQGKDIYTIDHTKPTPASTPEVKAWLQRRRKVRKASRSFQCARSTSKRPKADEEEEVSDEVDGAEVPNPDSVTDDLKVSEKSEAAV
proCasp3 act = activators of human procaspase-3 D3A mutant, primary screen, biochemical, absorbance, PC-3 D3A mutant, single concentration; Caspase-3 (Homo sapiens), P42574; recombinant procaspase-3 D3A, Ac-DEVD-pNA absorbance 405 nm; activation, % at 8.5 µM; 330,000 compounds, 0.11% hits; AID 463141, 2010;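 active means activation above the mean of all tested compounds plus 3 SD, cut at about 21% in these data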;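 further: 0% = DMSO alone and 100% = DMSO wells spiked with extra 5 µM PC-3 D3A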
Target sequence (P42574 whole entry D9A/D28A/D175A): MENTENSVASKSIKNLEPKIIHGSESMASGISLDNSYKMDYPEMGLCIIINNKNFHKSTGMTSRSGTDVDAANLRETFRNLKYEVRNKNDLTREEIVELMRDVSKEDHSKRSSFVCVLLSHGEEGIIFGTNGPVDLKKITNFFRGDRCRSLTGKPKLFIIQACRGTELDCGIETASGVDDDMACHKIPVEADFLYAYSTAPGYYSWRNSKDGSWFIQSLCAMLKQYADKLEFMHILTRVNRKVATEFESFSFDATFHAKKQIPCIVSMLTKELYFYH
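Technique: 405 nm absorbance of p-nitroaniline, reads at 0 and 120 min; Test system: Procaspase-3 D3A mutant; Incubation: 1 h enzyme-compound preincubation, then 2 h substrate reaction, 25 °C; Repeats: singlicate, each compound tested once; Benchmarks: low control DMSO wells, high control DMSO plus 5 µM PC-3 D3A.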
procasp7 counter = procaspase-7 activators, primary screen, counter-screen for procaspase-3 activator project, biochemical, absorbance, HTS, human; Caspase-7 (Homo sapiens), P55210; recombinant procaspase-7, Ac-DEVD-pNA absorbance 405 nm; D23A/D198A/D206A triple mutant, cannot self-cleave; scale: DMSO 0, 5 µM enzyme 100; activation, % at 8.5 µM; 330,000 compounds, 0.093% hits; AID 463210, 2010;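 active means percent activation above the screen-wide mean plus 3 SD, cut at about 25% in these data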
Target sequence (P55210 whole entry D23A/D198A/D206A): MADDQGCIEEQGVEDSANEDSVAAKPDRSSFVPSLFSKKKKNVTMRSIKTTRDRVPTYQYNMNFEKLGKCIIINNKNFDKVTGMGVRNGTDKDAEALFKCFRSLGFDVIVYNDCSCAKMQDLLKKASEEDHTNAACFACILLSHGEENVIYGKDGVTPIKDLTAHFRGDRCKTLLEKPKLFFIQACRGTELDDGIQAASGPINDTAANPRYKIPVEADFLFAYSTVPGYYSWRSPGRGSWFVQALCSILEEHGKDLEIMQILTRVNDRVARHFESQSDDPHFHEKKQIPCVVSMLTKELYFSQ
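Assay system: Uncleavable procaspase-7 mutant enzyme | Input: 2 µM procaspase-7 mutant as dispensed | Timing: 1 h compound preincubation, 2 h substrate cleavage, 25 °C | Repeats: One well per compound | Control set: DMSO wells as 0%, DMSO with 5 µM added PC-7 as 100% | Technique: Epi-absorbance of released pNA at 405 nm, two timepoints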
Numbers without * were called inactive; nt = not tested or not shown. Outcome played no part in choosing rows. About 2.9% of those tested had a hit in this group.

Second line of a record – procasp7 counter	CTSL1 counter	Efflux pump mplx	proCasp3 act	TPT1 inh	PP1 counter	HCV core dimer	PP5 inh	GASC-1 inh
COC(=O)c1cc(Cl)c(NC(=O)c2cc3ccccc3o2)cc1OC
 : 3	2	0.0	8	-4	-2	-47	0.3	10
O=C(Cc1ccccc1Cl)Nc1ccc(S(=O)(=O)N2CCOCC2)cc1
 : 2	2	-0.1	0	0	-2	-1	0.4	-5
O=C(NCC(c1ccco1)N1CCc2ccccc21)c1ccc([N+](=O)[O-])cc1 (stereo not given)
 : 4	9	0.0	-13	1	0	1	0.3	25
COc1ccc(NC(=O)c2cnn(-c3ccccc3)c2C)c(OC)c1
 : 5	2	0.0	9	-1	1	-5	0.6	16
O=C(COc1ccc(Br)cc1CNCCc1ccccc1)NCc1ccccc1
 : 3	5	0.0	-4	-1	0	-7	2.0	5
CN(C)c1ccc(N=Cc2ccco2)cc1
 : -18	0	0.2	-1	3	18*	-16	1.0	11
O=C(Nc1c(C(=O)N2CCOCC2)oc2ccccc12)c1cccc([N+](=O)[O-])c1
 : 2	4	0.1	-10	2	-4	-5	1.3	-5
Cc1ccc(NC(=O)CSc2ccc3nnc(-c4cccnc4)n3n2)cc1
 : -3	-2	0.1	5	-1	-3	9	0.6	-2
Nc1cc(-c2nn[nH]n2)ccc1F
 : 2	1	-0.1	-5	-5	0	-10	3.3	4
O=C(COC(=O)CCOc1ccccc1)Nc1ccc(Cl)cn1
 : 7	-32	0.0	4	2	-1	19	1.6	-1
COc1ccc(-c2[nH]ncc2CNCCc2ncccc2C)cc1F
 : 9	-1	-0.1	5	3	-2	-2	3.8	2
Cc1nn(-c2ccccc2)c2c1C(=O)N(Cc1ccccc1)C(=O)C(C)(C)C2
 : 4	-1	0.1	-1	0	-4	3	3.7	-8
COC(=O)CCCCCCCCCC[N+]1(C)CCCCC1
 : 1	-2	-0.2	9	-1	-1	-3	1.2	1
Cc1ccc(S(=O)(=O)N2CCCCC2)cc1NC(=O)C1CCCO1 (stereo not given)
 : 5	-2	0.2	2	-2	-6	12	3.4	7
C#CCOCCOCCOCCNc1nc(N2CCN(C(=O)[C@H](Cc3ccc(O)cc3)n3cc([C@@H](N)CC(C)C)nn3)CC2)nc(N2CCN(C(=O)[C@H](Cc3ccc(O)cc3)n3cc([C@@H](N)CC(C)C)nn3)CC2)n1
 : -2	8	nt	1	-1	11	-25	3.9	-8
O=C(Cc1ccccc1)N/N=C/c1ccc2c(c1)OCO2
 : -4	-2	0.3	9	-3	-2	0	-0.3	13
CCOC(=O)/C(C#N)=C1/C=CN(C)C=N1
 : 13	2	0.0	1	-3	-3	4	1.9	0
CCC(=O)N/C(=N/c1nc(C)cc(C)n1)Nc1ccc(C)cc1
 : 3	3	-0.3	8	-2	1	3	1.6	-1
C/C(=N/OC(=O)C1CC12CCC2)c1ccc(Br)cc1 (stereo not given)
 : 0	-3	-0.1	2	-1	-4	6	0.5	-7
COc1cccc(N2CCN(C(c3ccccn3)c3nnnn3C(C)(C)C)CC2)c1 (stereo not given)
 : 2	1	0.1	3	-2	-4	-5	2.4	-8
Cc1nnsc1Sc1cccc(C(F)(F)F)c1
 : -3	3	-0.2	6	-1	0	2	-0.8	-4
Nc1nnc(CSCc2ccc(Cl)cc2)s1
 : 0	0	4.0	2	0	2	0	-0.6	0
Clc1ccc(C2=Nn3c(Cn4nnc5ccccc54)nnc3SC2)cc1
 : -23	1	0.1	-18	-1	-6	-4	3.9	17
FC(F)(F)c1cc(-c2ccccc2)nc(NCC2CCCO2)n1 (stereo not given)
 : 6	7	-0.1	6	-2	1	1	0.3	-7
COCCCNC(=O)Cn1nnc(-c2ccc(NC(=O)c3ccc(F)cc3)cc2)n1
 : 2	0	0.1	13	0	3	2	3.9	2
Cc1ccccc1C(=O)Nc1nnc(CC(=O)N/N=C/c2ccncc2)s1
 : 3	-5	-0.2	5	6	-5	-1	-2.0	15
CN(C)C(=O)c1nnc(Cc2ccc(Cl)cc2)o1
 : 7	-3	0.3	5	-1	-6	1	2.8	2
COC(=O)c1ccc(/C=N\NC(=O)c2c(C)nc3ccc(Cl)cn23)cc1
 : -6	0	-0.1	12	6	-1	-1	-0.9	3
COc1ccc(OC)c(NC(=O)c2cc(S(=O)(=O)N3CCCCC3)c[nH]2)c1
 : 0	5	0.0	2	0	-2	-3	0.3	-13
N#C/C(=C\c1cccnc1)c1nc2ccccc2[nH]1
 : -10	0	0.0	-10	0	-1	-1	-0.2	-2

More entries follow.
Second line of a record – procasp7 counter	CTSL1 counter	Efflux pump mplx	proCasp3 act	TPT1 inh	PP1 counter	HCV core dimer	PP5 inh	GASC-1 inh
CC(Cc1ccccc1)Nc1ncnc2c1ncn2C1OC(CO)C(O)C1O (stereo not given)
 : -5	1	0.0	-2	-1	-1	-7	1.9	-14
COC(=O)N1[C@H](Cc2ccccc2)C=C[C@]1(C)C(=O)NCc1ccccn1
 : -2	-1	nt	0	-6	3	-15	3.6	-2
CCOC(=O)C(C)Sc1nnc(-c2ccccc2O)n1-c1ccc(C)cc1 (stereo not given)
 : -3	2	0.1	9	5	4	-1	-0.1	4
CCc1cc(C(=O)N(CCCOC)c2c(N)n(Cc3ccccc3)c(=O)[nH]c2=O)sc1C
 : 6	2	0.1	-3	0	-1	0	1.3	-2
CCOC(=O)NC(C(F)(F)F)(C(F)(F)F)P(=O)(c1ccccc1)c1ccccc1
 : 4	10	0.1	7	-5	-6	-3	-0.2	0
Cc1ccc(/C=C/C(=O)Nc2cccc3cccnc23)o1
 : -2	11	0.2	-1	-9	-1	4	0.2	7
COc1ccccc1N1C(=O)c2cccnc2C1=O
 : 1	1	-0.1	5	-3	10	-1	-0.9	7
COc1ccc(/C=C2\SC(=S)N(CCCC(=O)N3CCOCC3)C2=O)cc1
 : -7	1	-5.5	-11	1	2	6	-0.5	-5
CCOC(=O)C1CCN(S(=O)(=O)c2cccc(-c3cn4ccccc4n3)c2)CC1
 : 3	4	-0.2	12	4	2	23	1.1	7
Cc1cc(NC(=O)CSCC(=O)OCc2nnc(-c3ccccc3)o2)no1
 : 3	-18	0.9	3	2	-2	2	0.8	0
Cc1ccc(C(=O)NCc2ccccc2F)cc1S(=O)(=O)N1CCCC1
 : -5	-3	-0.2	-3	0	1	6	-0.3	5
CCOC(=O)c1c(NC(=O)Cn2ccsc2=N)sc(C)c1C
 : 0	2	-0.1	1	4	-1	3	0.4	-2
CCCCc1cc(=O)oc2cc(C)cc(OCC(=O)NCCN3CCOCC3)c12
 : 2	2	0.1	5	0	-6	-6	-0.3	33
S=C(Nc1cccc(Cl)c1Cl)Nn1cnnc1
 : -14	-3	-0.3	-7	-1	-1	-6	2.1	3
CC(Sc1nncs1)C(=O)Nc1ccc(S(=O)(=O)Nc2ncccn2)cc1 (stereo not given)
 : 6	nt	-0.2	4	nt	nt	nt	nt	-1
CSc1cccc(NC(=O)c2cccc3cccnc23)c1
 : -5	-1	0.2	2	7	1	-2	2.1	5
C=CCNc1ncnc2c1[nH]c1ccc(C)cc12
 : 0	-1	0.0	2	4	-1	-9	3.0	5
CCOP(=O)(OCC)C(NC(=O)Nc1cccc(Cl)c1)C(N)=O (stereo not given)
 : 7	-2	0.0	-2	1	-2	-5	0.3	0
Cc1ccc(/C=C/C(=O)NCC2COc3ccccc3O2)o1 (stereo not given)
 : -12	8	-0.2	-4	2	-2	21	1.3	-2
O=C(O)c1cccnc1SCC(=O)N1CCCc2ccccc21
 : 0	1	0.2	-2	12	4	-2	0.5	3
COc1ccc(-c2nc(CSCC(=O)N3CCN(C4CCCCC4)CC3)c(C)o2)cc1OC
 : 5	3	0.0	1	-2	-3	1	0.2	1
CC1(C)CC(=O)c2sc(NS(=O)(=O)c3ccc(F)cc3)nc2C1
 : 3	2	-0.1	8	-6	-6	4	0.8	12
Oc1ccccc1-c1nc(NC2CCCC2)c2ccccc2n1
 : -1	5	-0.1	-4	-2	-1	12	3.7	4
COc1ccc(C(=O)CC(=O)c2ccccc2O)cc1
 : -131	2	-0.2	-109	-1	0	-2	-1.8	-18
CCCCOc1ccc(N2C(=O)CC(NCc3ccncc3)C2=O)cc1 (stereo not given)
 : -1	-5	0.0	-10	-5	-5	2	-0.1	-6

Part of the list above in order of SMILES length, descending:
Second line of a record – procasp7 counter	CTSL1 counter	Efflux pump mplx	proCasp3 act	TPT1 inh	PP1 counter	HCV core dimer	PP5 inh	GASC-1 inh
Cc1cc(NC(=O)CSCC(=O)OCc2nnc(-c3ccccc3)o2)no1
 : 3	-18	0.9	3	2	-2	2	0.8	0
Cc1ccc(C(=O)NCc2ccccc2F)cc1S(=O)(=O)N1CCCC1
 : -5	-3	-0.2	-3	0	1	6	-0.3	5
CSc1cccc(NC(=O)c2cccc3cccnc23)c1
 : -5	-1	0.2	2	7	1	-2	2.1	5
